# Tau fluor cs = counter-screen for tau fibril formation inhibitors; tau K18 P301L (four-repeat tau fragment) Alexa594 fluorescence, heparin fibrillization; Potency, µM (top dose mostly 57.7 µM), for the others: at the highest dose activity change, negative = decrease; hit rate 0.93% among 280,000; further: potency means the concentration at half of the fitted maximal effect; on the % scale 0 is the no-effect control and ±100 the full control effect; nearly all actives have a fitted effect of over 55% in size
#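 Human K18 P301L tau (15 uM unlabeled plus 0.24 uM Alexa 594-labeled, final) in 100 mM sodium acetate pH 7 was mixed with compound and 20 uM heparin and incubated 6 hr at 37 C.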
# Tau fibril FP = blocks human tau fibril formation measured by polarization; P10636; K18 P301L tau heparin fibrillization, Alexa594 FP, 6 h; Potency, µM (top dose mostly 57.7 µM), for inactives: top-dose activity, negative = inhibition, most hits filed as inhibitors; hit rate 0.39% among 280,000; AID 1468; further: potency means the concentration at half of the fitted maximal effect; on the % scale 0 is the no-effect control and ±100 the full control effect; nearly all actives have a fitted effect of over 55% in size
# Target sequence (P10636 561-689 P618L limits assumed): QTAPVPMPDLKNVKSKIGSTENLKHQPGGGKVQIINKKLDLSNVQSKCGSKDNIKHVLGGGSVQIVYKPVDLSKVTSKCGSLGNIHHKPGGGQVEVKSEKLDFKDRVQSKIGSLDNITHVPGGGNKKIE
#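 Steps: dispense K18 P301L tau (15 uM plus 0.24 uM Alexa 594 tracer, final) in pH 7 sodium acetate; add compound; add heparin (20 uM final); incubate 6 hr, 37 C; add ThT (30 uM final); after 1 hr ambient, read FP.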
# Epigenetic derep = epigenetic control regulation, reporter derepression. murine LDR cells, GFP reporter derepression, 30 h. Potency, µM (titrated, usually from 53.9 µM), for the others: at the highest dose GFP activation, usual class: activators. hit rate 0.2% among 280,000; further: potency means the concentration at half of the fitted maximal effect; % of control where 0% means no effect; nearly all actives have a fitted effect of over 60% in size
#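 Readout is the number of GFP-expressing murine LDR cells, counted by cytometry following washing. Cells were treated with compound for 30 h at 37 C; the stably integrated CMV-GFP locus is normally silent.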
# aGal spleen mod = alpha-galactosidase A (human) modulation | P06280 | human spleen homogenate, 4MU-alpha-Gal fluorescence, 40 min | Potency, µM (doses to about 80 µM), inactives show at the highest dose activity change, negative = inhibition, hits mostly inhibitors | hit rate 0.008% among 240,000 | AID 2107;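 further: potency means the concentration at half of the fitted maximal effect; 0% = enzyme with vehicle and -100% = no enzyme basal signal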
#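 Human spleen homogenate (1 ug) as enzyme source, 4-methylumbelliferyl-alpha-D-galactopyranoside 1 mM final, citrate/phosphate pH 5.0 with 0.01% Tween-20. Compounds 40 min at 37C, NaOH/glycine stop; fluorescence Ex 365/Em 440, Hill-fit AC50.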
# TRb SRC2 PPI = disrupts binding of human TR beta to SRC2; P10828; TRbeta-SRC2 peptide binding, fluorescence polarization; receptor liganded with 1 µM T3; Potency, µM (top dose mostly 106 µM), for inactives: at the highest dose activity change, negative = inhibition, hits mostly inhibitors; hit rate 0.065% among 280,000; AID 1469;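 further: potency means the concentration at half of the fitted maximal effect; plate controls were bound peptide for no effect and peptide without receptor for full effect; nearly all actives have a fitted effect of over 50% in size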
# Target sequence (P10828 whole entry, looked up): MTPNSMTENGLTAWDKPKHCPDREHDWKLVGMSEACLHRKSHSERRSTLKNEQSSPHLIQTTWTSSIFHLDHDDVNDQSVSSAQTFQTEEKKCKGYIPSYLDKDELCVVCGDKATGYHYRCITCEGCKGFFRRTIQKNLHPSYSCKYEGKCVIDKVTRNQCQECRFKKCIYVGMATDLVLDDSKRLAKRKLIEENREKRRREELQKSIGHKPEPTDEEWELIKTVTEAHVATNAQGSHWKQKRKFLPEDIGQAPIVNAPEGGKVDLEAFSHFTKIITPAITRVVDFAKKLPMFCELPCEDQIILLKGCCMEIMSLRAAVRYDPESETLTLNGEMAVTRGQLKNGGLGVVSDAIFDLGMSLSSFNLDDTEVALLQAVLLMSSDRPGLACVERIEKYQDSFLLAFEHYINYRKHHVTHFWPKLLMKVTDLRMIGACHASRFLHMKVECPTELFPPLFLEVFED
#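 Decrease in fluorescence polarization of 20 nM Texas Red SRC2 coactivator peptide flagged inhibition of its binding to 0.6 uM TRb LBD; 1 uM T3 included, incubation 5 hr, ex 555/em 632 nm.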
# CBFb-RUNX1 inh = blocks binding between human CBF-beta and RUNX1; AID 1477; Potency, µM (top dose mostly 59.8 µM), for the others: at the highest dose activity, negative = inhibition, usual class: inhibitors; 230,000 tested, under 10 active; AlphaScreen CBFb-His/RUNX1-biotin binding, biochemical; further: % of control where 0% means no effect
#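 Inhibition was taken as any reduction in AlphaScreen signal from the CBF-beta–RUNX1 pair (His and biotin tags, 30 nM each), measured after compound (15 min) and bead (90 min) incubations at room temperature.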
# TexasRed fluor = Texas Red fluorescence interference in TRb-SRC2 counter-screen; TRb/SRC2 Texas Red total fluorescence interference; Potency, µM (top dose mostly 106 µM), for inactives: at the top dose fluorescence change, negative = quenching; hit rate 0.29% among 280,000; AID 1479; active means well fitted curve in either direction with a large enough effect; inconclusive means small, poorly fitted or top-dose-only effect; further: potency means the concentration at half of the fitted maximal effect; on the % scale 0 is the no-effect control and ±100 the full control effect
#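 Flags fluorescent or light-absorbing compounds by total fluorescence, S + 2P, at 555 nm excitation and 632 nm emission. Mixture: 20 nM Texas Red SRC2 peptide, 0.6 uM human TRb LBD, 1 uM T3, 5% DMSO; compound exposure 5 h at ambient temperature.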
# NPSR antagonist = blocks cAMP signaling of the human neuropeptide S receptor; CHO-NPSR cells, cAMP TR-FRET, antagonist mode; AID 1461; Potency, µM (series often up to 38.3 µM), for inactives: at the highest dose activity change, negative = inhibition, actives largely listed as inhibitors; Q6W5P4; hit rate 1% among 220,000; further: potency means the concentration at half of the fitted maximal effect; on the % scale 0 is the no-effect control and ±100 the full control effect; nearly all actives have a fitted effect of over 50% in size; many of its hits are not listed in these tables
# Target sequence (Q6W5P4 whole entry, looked up): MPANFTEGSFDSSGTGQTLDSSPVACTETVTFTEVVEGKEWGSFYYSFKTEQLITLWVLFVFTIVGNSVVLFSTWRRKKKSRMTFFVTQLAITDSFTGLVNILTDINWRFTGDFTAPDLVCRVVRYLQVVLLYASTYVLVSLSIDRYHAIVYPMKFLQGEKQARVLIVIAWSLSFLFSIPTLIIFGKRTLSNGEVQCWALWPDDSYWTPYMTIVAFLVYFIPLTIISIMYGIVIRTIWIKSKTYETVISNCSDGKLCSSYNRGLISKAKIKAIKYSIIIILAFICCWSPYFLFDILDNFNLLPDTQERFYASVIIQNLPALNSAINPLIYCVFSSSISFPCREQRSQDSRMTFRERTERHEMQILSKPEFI
# Active calls of the source: *; u = inconclusive; x = not tested or not shown; & = joins results of further samples; [ ] = another dose, or the depositor's remark. Unless noted, the call rests on the fitted dose curve; in most records, active means well fitted curve in the direction sought with a large enough effect; inconclusive means small, poorly fitted or top-dose-only effect, or another doubt; inactive means no such curve, though single readings can be large; an effect the other way counts as inactive or inconclusive. Only part of the results is shown (hit frequency here may not be typical).
SMILES,Tau fluor cs,Tau fibril FP,Epigenetic derep,aGal spleen mod,TRb SRC2 PPI,CBFb-RUNX1 inh,TexasRed fluor,NPSR antagonist
COC(=O)c1ccc(NC(=S)NC2CC(C)(C)NC(C)(C)C2)cc1,-16.0%,-7.9%,-3.2%,1.2%,-0.3%,0.2%,-3.3%,-0.3%
O=C(Nc1ccccc1)c1ccc(COc2ccccc2)cc1,9.1%,-1.3%,3.2%,2.8%,2.7%,3.1%,-0.9%,-1.7%
COC(=O)c1nc(-c2ccc(C)cc2)oc1N(C)C,-7.2%,-7.4%,-0.3%,10.5%,-15.6%,-7.6%,-2.9%,u
CCCCOC(=O)c1ccc(NC(C)=O)cc1,-12.0%,-8.5%,-1.0%,-6.5%,-5.2%,1.6%,1.7%,-3.6%[46.1 µM]
NCCCCNS(=O)(=O)c1cccc2c(Cl)cccc12,-8.3%,3.6%,-2.5%,-3.2%,-1.3%,-9.4%,0.7%,u
CCCn1c(-c2ccc(F)cc2)nc2c(NCCCN(C)C)nc(C)nc21,-10.5%,3.4%,-1.1%,2.4%,2.6%,7.2%,-0.6%,x
CC1=CC(C)(C)NC(=S)N1c1ccccc1C,-7.3%,-3.5%,0.9%,-7.1%,3.0%,-23.2%,-9.7%,-9.7%
Cc1ccc(-c2noc(CSc3nnc(Cc4ccccc4)n3-c3ccc(Cl)cc3)n2)cc1,-17.4%,6.2%,-3.1%,-2.6%,-1.9%,-1.5%,-8.0%,u
CN(/C(=N/S(=O)(=O)c1ccccc1)c1ccccc1)S(=O)(=O)c1ccccc1,-3.6%,-0.9%,-1.5%,3.2%,7.2%,u,-1.2%,7.9%
CCC(C)N1CCCC1C(=O)Nc1c(C)cc(C)cc1C (stereo not given),4.8%,10.5%,-1.0%,-1.4%,-0.9%,1.2%,0.8%,3.0%[46.1 µM]
C=CCn1c(-c2cc(OC)cc(OC)c2)n[nH]c1=S,-4.6%,-5.3%,2.2%,-4.1%,1.5%,0.2%,-0.9%,-13.7%[46.1 µM]
N#CC1=C(N)OC2=C(C(=O)CC(c3ccccc3)C2)C1c1ccoc1 (stereo not given),-24.4%,-3.1%,1.0%,-0.5%,-0.8%,-4.2%,-0.3%,4.2%
COc1ccc(-n2c(SCc3ccc([N+](=O)[O-])cc3)nnc2-c2ccc(C)cc2)cc1,-2.4%,-1.3%,0.0%,6.9%,3.9%,u,1.5%,-36.3%
NC1=NC[C@H](Cc2ccc(O)cc2)N1CCc1cc(C(F)(F)F)cc(C(F)(F)F)c1,-13.1%,2.6%,-0.9%,2.9%,-4.5%,15.0%,0.1%,-40.0%
Cc1ccc(C(=O)c2sc(Nc3ccccc3)c(C#N)c2N)cc1,-23.0%,0.2%,0.0%,3.2%,-1.2%,-0.5%,-1.6%,-23.7%
Cc1cccc(-n2ncc3c(NCc4cccnc4)ncnc32)c1,-6.6%,-9.6%,1.5%,-1.8%,1.1%,4.2%,-2.6%,-17.4%
COc1ccc(-c2csc(N3C(=O)C4C5c6ccccc6C(c6ccccc65)C4C3=O)n2)cc1 (stereo not given),0.9%,u,0.0%,11.7%,4.2%,-11.9%,3.4%,-3.4%[46.1 µM]
Cc1ccc(NC(=O)COC(=O)C2CC(=O)N(Cc3ccccc3)C2)cc1F (stereo not given),-4.6%,-7.7%,-2.5%,0.7%,2.0%,-2.4%,-2.9%,3.5%
CC(=O)Nc1ccc(S(=O)(=O)NCc2ccc3[nH]c(C)cc3c2)cc1,-16.8%,8.1%,-0.8%,1.0%,10.9%,4.1%,-2.2%,-11.3%[46.1 µM]
COc1ccc(CNCCC(c2ccccc2)c2ccc3c(c2)OCO3)cc1 (stereo not given),-4.1%&2.8%,-2.1%&-11.4%,1.9%&-1.1%,7.1%,10.0%,-0.2%,-2.7%,u
CC(=C\c1ccccc1)/C=C1/SC(=O)N(CCCC(=O)Nc2ccc(C(=O)O)cc2)C1=O,-3.1%,-4.4%,3.6%,-2.8%,-1.0%,-1.4%,-0.4%,-33.8%
CCCC(=O)C1=C(O)C(C(=O)OC)C(C)(C)CC1=Nc1ccc(OC)cc1 (stereo not given),-10.9%,8.5%,-1.5%,-2.4%,2.0%,13.2%,-1.1%,-23.8%
COc1ccc(CC2(CO)CCN(Cc3cnc(-c4ccccc4C)nc3)CC2)cc1,-6.7%,5.0%,0.0%,-1.7%,3.4%,1.2%,-0.6%,-4.2%
Clc1ccc(Cc2nc(-c3cccnc3)no2)cc1,-8.4%,-5.7%,-1.3%,-1.0%,-1.7%,10.4%,0.7%,-13.0%[46.1 µM]
COc1ccc(CC(=O)NNC(=O)c2ccoc2C)cc1OC,0.3%,3.8%,1.3%,11.7%,-4.3%,-0.1%,3.1%,-8.6%[46.1 µM]

# Results in Epigenetic derep, NPSR antagonist and Tau fluor cs, for some of the entries so far:
Molecule,Epigenetic derep,NPSR antagonist,Tau fluor cs
NCCCCNS(=O)(=O)c1cccc2c(Cl)cccc12,-2.5%,u,-8.3%
CCCn1c(-c2ccc(F)cc2)nc2c(NCCCN(C)C)nc(C)nc21,-1.1%,x,-10.5%
CC1=CC(C)(C)NC(=S)N1c1ccccc1C,0.9%,-9.7%,-7.3%
Cc1ccc(-c2noc(CSc3nnc(Cc4ccccc4)n3-c3ccc(Cl)cc3)n2)cc1,-3.1%,u,-17.4%

# (cont.)
SMILES,Tau fluor cs,Tau fibril FP,Epigenetic derep,aGal spleen mod,TRb SRC2 PPI,CBFb-RUNX1 inh,TexasRed fluor,NPSR antagonist
COC(=O)c1cc2occc2n1Cc1nc(-c2ccccc2F)oc1C,2.1%&-3.4%,u,2.0%&1.4%,3.1%,7.3%&-2.4%,-1.1%,-5.9%&-0.4%,-4.7%
CN(Cc1nc(Cc2cccc(F)c2)no1)CC1CCOCC1,1.5%,-8.6%,-0.1%,-1.7%,-5.2%,0.8%,-4.7%,2.9%
Cc1nn(C(C)C(=O)Nc2cccc(F)c2)c(=O)c2c1sc1ccccc12 (stereo not given),-22.4%,0.7%,4.7%,x,-3.0%,x,-0.2%,x
Cc1cc(C)cc(NC(=S)NCCc2ccc(S(N)(=O)=O)cc2)c1,-16.9%,-2.9%,-1.6%,7.1%,-1.2%,-4.9%,-4.2%,15.5%
COc1ccc(NC(=O)CSc2nc3ccccc3c(=O)n2CCNC(C)=O)c(OC)c1,-5.7%,-7.3%,-1.0%,3.6%,9.7%,6.8%,-1.2%,-17.7%[46.1 µM]
CN(C)C(CNC(=S)Nc1ccc(Cl)cc1)c1cccnc1 (stereo not given),-4.0%,-7.0%,-0.2%,4.2%,-2.9%,-0.5%,-4.2%,-1.2%
CC12CCC(C(=O)NNc3ccccc3)(OC1=O)C2(C)C (stereo not given),6.0%,-4.5%,-2.4%,-0.3%,5.9%,3.4%,-0.9%,14.8%
CCOC(=O)c1c(C)[nH]c(N=Nc2ccc(OC)cc2)c1C,3.16µM*[quencher],u,-4.2%,-1.0%,0.7%,-24.9%,-0.3%,-19.9%
CCC(NC(=O)C1CCC1)c1ccc(C)cc1 (stereo not given),6.0%,9.9%,-0.8%,-16.7%,1.4%,-4.7%,-3.0%,5.6%[46.1 µM]
COc1ccc(C)cc1-n1c(SCC(=O)NCc2ccco2)nc2c([nH]c3ccccc32)c1=O,-21.9%,-0.7%,1.1%,x,8.4%,x,-3.6%,x
COc1cccc(OC)c1C(=O)Nc1nc2cc3c(cc2s1)OCO3,u,-4.6%,5.1%,1.5%,-2.5%,2.2%,0.8%,-2.8%
COCCN1C(=O)c2oc3ccc(C)cc3c(=O)c2C12C(=O)N(C)c1ccccc12 (stereo not given),-5.9%,-8.7%,-1.9%,x,-1.2%,x,u,x
CCCn1c(SCC(=O)OCc2ccccc2)nc2c1c(=O)n(C)c(=O)n2C,0.5%,-0.5%,3.1%,3.4%,-10.8%,3.9%,1.7%,-21.2%[46.1 µM]
CCCCCCOC(=O)CCc1c(C)nc(N)[nH]c1=O,-5.3%,-4.7%,-6.8%,4.3%,8.4%,4.9%,-0.9%,-7.2%[46.1 µM]
CCOc1ncccc1C(=O)OCC(=O)Nc1cc(S(=O)(=O)N2CCOCC2)ccc1Cl,-13.5%,-1.7%,-0.9%,6.4%,4.2%,-1.1%,1.0%,-8.6%[46.1 µM]
CCOC(=O)C1CCCN(C(=O)CCNS(=O)(=O)c2ccc3c(c2)CCC(=O)N3)C1 (stereo not given),u,-12.6%,-1.9%,1.7%,4.2%,4.7%,-2.0%,-10.1%[46.1 µM]
COCCn1c(SCC(=O)c2cccc(OC)c2)nnc1-c1ccco1,-2.9%,-1.1%,1.6%,6.0%,0.5%,5.6%,0.3%,-10.4%[46.1 µM]
CC(C)(C)c1ccc(Oc2nc3ccccn3c(=O)c2/C=C(\C#N)c2nc3ccccc3[nH]2)cc1,-15.8%,-8.5%,25.1µM*,x,4.6%,x,3.6%,x
Cc1cc(C(=O)COC(=O)Cc2n[nH]c(=O)c3ccccc23)c(C)n1-c1ccc2c(c1)OCCO2,-11.5%,1.5%,-1.1%,-10.1%,3.9%,-25.9%,u,-21.3%
Cc1noc(C)c1NC(=O)NCCN1CCN(Cc2ccccc2)CC1,-6.7%,-4.3%,0.5%,-10.1%,-4.3%,1.1%,-2.4%,-27.3%
O=C(N/N=C\c1ccc(COc2ccc([N+](=O)[O-])cc2)o1)c1ccc(Cl)cc1,u,u,-1.5%,-6.5%,-8.8%,-1.1%,-5.4%,-5.4%[46.1 µM]
COc1ccc(N2CCN(C(=O)c3ccc(C)c(Cl)c3)CC2)cc1,-14.5%,11.8%,-2.3%,3.9%,3.2%,-2.7%,0.4%,-5.5%[46.1 µM]
CCc1ccc(-c2nc(SCC(=O)NCC3CCCO3)c(-c3ccc(F)cc3)[nH]2)cc1 (stereo not given),u,6.3%,3.1%,x,-1.1%,x,-2.6%,x
